RAD54 branch: blocks human RAD54 Holliday junction branch migration; FAM/BHQ fluorescence; inhibition, % at 10.4 µM; 360,000 tested, 0.14% active; AID 602329;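 active = mean normalized replicate activity at least 40 and at least half of replicates scoring 40 or more; inconclusive = only one of the two criteria met; inactive = mean below 40 and under half of replicates reaching 40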;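 also: 0% = median of neutral control wells and 100% = median of positive control wells; inhibitors cause a drop in the FAM fluorescence signal; in these data hits start at about 50%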
ARNT TACC3 PPI: ARNT/TACC3 interaction disruption. 390,000 tested, 0.66% active. inhibition, % at 9.99 µM. AlphaScreen His-ARNT PAS-B/GST-TACC3 binding, luminescence; TACC3 fragment carries E629A point mutation. AID 623870. Q9Y6A5;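 active = mean inhibition of replicates at least 50% and at least half of replicates each reaching 50%; inconclusive = half or more replicates reach 50% but mean below 50%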;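 also: 0% = complete ARNT plus TACC3 wells and 100% = ARNT alone without TACC3; many hits fall short of the cut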
PglD DTNB: inhibitors of Campylobacter jejuni PglD acetyltransferase; purified PglD enzyme, DTNB colorimetric CoA detection; inhibition, % at 12.5 µM; 360,000 tested, 0.098% active; AID 602405; in the data active = inhibition above about 16%, passing the limit was not always enough; inconclusive = no clear call, values can overlap the other calls; also: strong numbers were not always called active
RAD52 inh: RAD52 (human) annealing inhibition. P43351. recombinant RAD52 DNA annealing, FRET fluorescence. inhibition, % at 18.7 µM. 360,000 tested, 0.46% active;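 active = every replicate showing at least 50% inhibition; inconclusive = mean inhibition at least 50% but not in every replicate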
E-selectin induc: E-selectin induction on HUVECs | P16581 | HUVEC E-selectin immunofluorescence imaging; normalized: neutral wells 0, TNF-alpha wells 100 | activation, % at 7.58 µM | 260,000 tested, 0.37% active;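 active = mean E-selectin-positive cell signal at least 10% of the positive control, reached in at least 60% of replicates, without over 20% cell loss; inconclusive = no rule given, readout overlaps actives, possibly toxicity-flagged; inactive = the rest, including those meeting only one limit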;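 also: in these data hits start at about 27%; measured in HUVEC primary endothelial cells; signal is the percent of cells scored E-selectin positive by PE staining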
Target sequence (P16581 whole entry, looked up): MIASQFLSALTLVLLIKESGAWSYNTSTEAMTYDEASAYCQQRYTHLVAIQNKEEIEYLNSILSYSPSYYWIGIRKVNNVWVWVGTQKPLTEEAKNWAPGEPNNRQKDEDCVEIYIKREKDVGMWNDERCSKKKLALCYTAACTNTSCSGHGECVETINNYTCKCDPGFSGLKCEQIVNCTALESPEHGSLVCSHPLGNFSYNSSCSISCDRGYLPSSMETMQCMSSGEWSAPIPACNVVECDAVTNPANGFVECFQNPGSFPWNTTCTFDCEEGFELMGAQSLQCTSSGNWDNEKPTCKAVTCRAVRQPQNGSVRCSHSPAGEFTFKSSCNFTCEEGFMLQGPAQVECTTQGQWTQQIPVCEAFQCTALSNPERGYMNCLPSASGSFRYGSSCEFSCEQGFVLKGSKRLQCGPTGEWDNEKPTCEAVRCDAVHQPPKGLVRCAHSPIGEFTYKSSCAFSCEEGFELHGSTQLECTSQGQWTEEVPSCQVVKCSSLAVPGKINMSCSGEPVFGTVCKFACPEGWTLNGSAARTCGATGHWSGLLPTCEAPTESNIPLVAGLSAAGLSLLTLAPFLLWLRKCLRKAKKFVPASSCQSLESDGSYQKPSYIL
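Assay system: HUVEC, human umbilical vein endothelial cells / Amount: 3,000 HUVEC/well / Controls: TNF-alpha positive control, DMSO neutral control / Compound dosing: single concentration / Medium: EGM-2 over gelatin coat / Evaluation: percent E-selectin-positive cells / Signal: immunofluorescence imaging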
Casp6 inh: inhibitors of human caspase-6; AID 686996; inhibition, % at 12.5 µM; 350,000 tested, 0.53% active; purified caspase-6, Z-VEID-R110 cleavage fluorescence;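 active = mean inhibition across replicates at least about 35%, with every replicate also reaching that limit, limit read from the data; inconclusive = only one of the two criteria met; inactive = neither criterion met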;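 also: 0% = median of neutral control wells and 100% = no fluorescence left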
ERp5 inh: blocks human ERp5 reductase activity on insulin | Q15084 | ERp5 insulin aggregation, absorbance 650 nm, 90 min | inhibition, % at 9.99 µM | 350,000 tested, 0.05% active | AID 651711;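 active = mean replicate inhibition above about 25%, with every replicate also reaching it, limit read from the data, passing the limit was not always enough; inconclusive = only one of those two criteria met; inactive = neither criterion met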
Target sequence (Q15084 whole entry, looked up): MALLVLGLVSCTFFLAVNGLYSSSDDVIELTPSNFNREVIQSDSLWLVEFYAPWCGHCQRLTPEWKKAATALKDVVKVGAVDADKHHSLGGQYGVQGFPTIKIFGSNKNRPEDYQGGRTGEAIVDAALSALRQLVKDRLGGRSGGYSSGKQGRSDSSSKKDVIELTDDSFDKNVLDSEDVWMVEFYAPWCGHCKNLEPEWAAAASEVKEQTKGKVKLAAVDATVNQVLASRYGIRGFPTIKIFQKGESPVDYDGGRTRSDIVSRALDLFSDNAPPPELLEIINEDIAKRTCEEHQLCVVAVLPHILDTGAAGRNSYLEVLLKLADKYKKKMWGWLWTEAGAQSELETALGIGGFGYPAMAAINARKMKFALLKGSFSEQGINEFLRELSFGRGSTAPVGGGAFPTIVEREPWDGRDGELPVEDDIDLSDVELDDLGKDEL
esBAF inh: SWI/SNF esBAF complex inhibition; mouse ES cells, Bmi1-luciferase knock-in reporter, 24 h; 100% = twice the neutral-well signal; reporter increase, % at 12.5 µM; 350,000 tested, 2% active; in the data active = activation above about 40%; inconclusive = no clear call, values can overlap the other calls;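 also: 0% = median of the plate's neutral control wells and 100% = double that signal; a rise in the Bmi1 reporter signal indicates esBAF inhibition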
Starred values were filed as active, the others as inactive; ? = inconclusive; nt = not tested or not shown. Compounds were not picked by outcome. About 3.2% of those tested had a hit in this group.

Sample of the layout, 2 compounds:
SMILES	RAD54 branch	ARNT TACC3 PPI	PglD DTNB	RAD52 inh	E-selectin induc	Casp6 inh	ERp5 inh	esBAF inh
O=C(C[C@@H]1CC[C@H](NC(=O)Nc2ccc3c(c2)OCO3)[C@H](CO)O1)NCCCN1CCOCC1	-2	nt	2	-8	-0.3	nt	-4	-1
CN(C)CC(=O)N1CC2(C1)[C@@H](c1ccccc1)[C@H](CO)N2C(=O)C1CC1	nt	nt	nt	-2	-0.1	-2	-3	nt

The listing, previewed entries included:
SMILES	RAD54 branch	ARNT TACC3 PPI	PglD DTNB	RAD52 inh	E-selectin induc	Casp6 inh	ERp5 inh	esBAF inh
O=C(C[C@@H]1CC[C@H](NC(=O)Nc2ccc3c(c2)OCO3)[C@H](CO)O1)NCCCN1CCOCC1	-2	nt	2	-8	-0.3	nt	-4	-1
CN(C)CC(=O)N1CC2(C1)[C@@H](c1ccccc1)[C@H](CO)N2C(=O)C1CC1	nt	nt	nt	-2	-0.1	-2	-3	nt
Cc1ccc(-c2ccc([C@@H]3[C@H]4CN(S(=O)(=O)c5cccc(C)c5)CCCCN4[C@H]3CO)cc2)cc1	4	0	1	12	nt	-2	-5	nt
CNc1cc(CS(=O)c2ccccc2)nc(-c2ccccc2)n1 (stereo not given)	-8	3	-2	nt	nt	nt	nt	0
O=C(O)c1cccc(S(=O)(=O)NNc2ccccc2C(F)(F)F)c1	5	-3	-3	-10	nt	40*	7	-1
CCOc1ccc(-c2nc(C#N)c(N3CCN(Cc4ccccc4)CC3)o2)cc1	-3	12	-2	11	-0.1	-2	-1	-18
Cc1cc(C)cc(NC(=O)CCc2ccc(C)o2)c1	-1	-4	-1	-10	nt	0	0	-3
CC=Cc1ccc2n(c1=O)C[C@H]1[C@H](CO)[C@@H](C(=O)NCC3CCCCC3)[C@@H]2N1C(C)=O (mixture of isomers)	4	-5	7	11	-0.1	-6	-4	4
O=C(Nc1ccc2c(c1)OCCO2)C1CCN(C(=O)c2ccc(Br)cc2)CC1	-2	5	6	nt	nt	nt	nt	8
Cc1cccc(C(=O)Nc2ccccc2C(=O)OCC(=O)Nc2ccc(C#N)cc2)c1	-9	0	-2	-36	nt	0	0	nt
CC(C)N1C(=O)[C@@]2(Cc3ccccc31)c1ccccc1C(=O)N(Cc1ccccc1Cl)[C@H]2c1ccc(CO)cc1	-5	nt	3	-4	nt	-1	-2	nt
O=C(COc1ccccc1)Nc1nc2cc3c(cc2s1)OCCO3	-8	-5	-6	-13	-1.2	-2	3	17
CCN(CC)S(=O)(=O)c1cc(OCC(N)=O)c(C)cc1Cl	nt	-2	nt	-8	-0.2	-3	0	nt
CCCC(=O)Oc1ccc(N(C(=O)CCC)S(=O)(=O)c2cccs2)cc1	nt	-6	nt	-5	nt	3	-3	nt
CCCC(=O)Nc1ccc2c(c1)C(=O)N(C)[C@@H]1CC[C@H](CC(=O)NCc3ccccc3)O[C@@H]1CO2	-9	18	0	-3	-0.1	-1	7	-8
Cn1c(/C(C#N)=C(\O)c2ccccc2Cl)nc2ccccc21	nt	3	nt	-9	0.0	0	8	nt
C[C@@H]1CN([C@@H](C)CO)C(=O)Cc2cc(NC(=O)Cc3ccccc3)ccc2O[C@H]1CN(C)Cc1ccc2c(c1)OCO2	1	5	1	-1	-0.1	-2	5	0
Cc1cccc(OCCCn2c(=O)sc3ccccc32)c1	7	-15	2	nt	nt	nt	nt	54*
Cc1ccc(C2=N/C(=C/N3CCOCC3)C(=O)O2)cc1	14	1	4	nt	nt	nt	nt	52*
COc1ccccc1-c1c(C)oc2c(CN3CCOCC3)c(O)ccc2c1=O	5	24	-5	-16	0.5	-1	2	-1
C[C@H](NC(=O)[C@@H]1[C@@H](CO)[C@@H]2Cn3c(ccc(C4=CCCC4)c3=O)[C@@H]2N1C)c1ccccc1	4	-1	3	-43	-0.2	1	-2	0
COc1cc(/C=C/C(=O)O)cc(S(=O)(=O)NC2CC2)c1OC	-5	-1	11	nt	-0.2	nt	nt	0
Nc1c(Cl)cc(C2=NCCn3nc4cc(C(F)(F)F)ccc4c32)cc1Cl	15	-13	5	-38	0.6	-4	3	-9
CCOC(=O)c1[nH]c2ccccc2c1NC(=O)NC1CCCCC1	5	-5	0	nt	nt	nt	nt	-8
COc1ccc(Oc2ccc(C(F)(F)F)cc2NC(=O)c2ccc(F)cc2)cc1	8	24	0	-5	nt	-3	-1	nt
SMILES	RAD54 branch	ARNT TACC3 PPI	PglD DTNB	RAD52 inh	E-selectin induc	Casp6 inh	ERp5 inh	esBAF inh
Cc1cc(NC(=O)C(C)SCC(=O)NCc2ccc(F)cc2)no1 (stereo not given)	-8	10	-4	-10	nt	1	6	-2
COc1ccc(CN(C)C[C@@H]2OCCCC[C@@H](C)Oc3ccc(NC(=O)Cc4ccccc4)cc3C(=O)N([C@@H](C)CO)C[C@H]2C)cc1	6	1	4	nt	-0.2	nt	nt	1
O=S(=O)(NCCc1ccncc1)c1ccc(F)cc1	-5	1	-2	-5	0.0	-1	-1	-1
COCC#Cc1ccc2c(c1)O[C@H](CN(C)C(=O)CN(C)C)[C@H](C)CN([C@H](C)CO)S2(=O)=O	-20	-1	3	-12	2.0	-1	-5	-4
O=C(O)c1cc(-c2ccc(/C=N/N3C(=O)C4C5C=CC(CC5)C4C3=O)o2)ccc1Cl (stereo not given)	nt	6	nt	-28	nt	13	2	nt
CCOc1ccc(S(=O)(=O)NCCC(=O)NCC(c2ccc(OC)cc2)N2CCOCC2)cc1 (stereo not given)	3	nt	0	-8	0.3	-213	-1	7
COc1ccccc1N1CCN(C(=O)c2coc(=O)c(Br)c2)CC1	-19	-2	3	-42	nt	21	1	nt
COc1cc(/C=N/NC(=O)c2cccnc2)ccc1OS(=O)(=O)c1ccc(F)cc1	4	5	-4	nt	nt	nt	nt	-1
CC1CCN(Cc2ccc(NC(=O)C3CCN(c4nnc(-n5cccc5)s4)CC3)cc2)CC1	-1	6	13	-7	0.0	-35	-7	-13
CC(C)CCN1CC(C(=O)NCc2ccccc2)CC1=O (stereo not given)	-2	-2	-2	nt	nt	nt	nt	-7
COc1ccc(OC(C)C(=O)NCCC2=CCCCC2)cc1 (stereo not given)	-6	-13	0	-1	nt	3	0	-10
CCCCn1c(N)c(N(Cc2ccccc2OC)C(=O)CSCC(=O)Nc2cccc(C)c2)c(=O)[nH]c1=O	14	-7	-1	-70	nt	-2	-4	3
COC(=O)c1ccc2nc(-c3ccc(OC)c(OC)c3)c(Cc3ccccc3)n2c1	-1	nt	-3	-25	nt	6	1	-2
CC(C)n1c(CN2CCN(C(=O)c3ccco3)CC2)nc2c1c(=O)n(C)c(=O)n2C	-3	2	6	-12	-0.1	-2	-6	nt
C[C@@H]1CCCCO[C@@H](CN(C)S(=O)(=O)c2ccc(Cl)cc2)[C@H](C)CN([C@H](C)CO)C(=O)c2cc(NC(=O)CCC(F)(F)F)ccc2O1	4	5	-5	21	1.5	2	-4	-5
COCC#Cc1ccc([C@@H]2[C@@H](CO)N3CCCCN(S(=O)(=O)c4ccccc4F)C[C@H]23)cc1	-8	20	2	-4	nt	-2	0	-1
O=C(CCSc1ccc(Cl)cc1)NC12CC3CC(CC(C3)C1)C2	7	2	8	nt	nt	nt	nt	50*
Nc1c(C(=O)Nc2cccc(C(=O)O)c2)sc2nc3c(cc12)CCCC3	-12	nt	0	-1	-0.1	15	2	-50
O=C(NC1CCCCC1)C1CCCN(S(=O)(=O)c2cnc[nH]2)C1 (stereo not given)	-2	5	-1	-1	nt	0	0	-4
COC(=O)C[C@H]1C=C[C@H](NC(=O)c2ccccc2)[C@H](CO)O1	1	-30	0	-2	-0.5	-1	-3	-5
Cc1noc(C)c1S(=O)(=O)Nc1ccc2c(c1)C(=O)N([C@H](C)CO)C[C@H](C)[C@H](CN(C)C(=O)Nc1ccc(C(F)(F)F)cc1)O2	-1	-2	2	-4	nt	-4	8	0
Cc1cccc(NC(=O)CN2C(=O)N/C(=C/c3cc(C)n(C(C)C)c3C)C2=O)c1	-8	7	3	-11	nt	-2	4	-4
CCCCCNC(=O)C(c1cccc2ccccc12)n1c(=O)c(-c2ccccc2)nc2ccccc21 (stereo not given)	nt	nt	nt	-13	-0.2	1	4	nt
CCN(CC)CCN(Cc1cc2cc3c(cc2[nH]c1=O)OCO3)C(=S)NCC(C)C	1	-1	-3	-2	0.7	-6	-10	-6
CCN1CCN(c2ccc(S(=O)(=O)N3CCOCC3)cc2NC(=O)/C=C/c2ccc(OC)cc2OC)CC1	-1	3	-5	-6	nt	8	-3	6
SMILES	RAD54 branch	ARNT TACC3 PPI	PglD DTNB	RAD52 inh	E-selectin induc	Casp6 inh	ERp5 inh	esBAF inh
C[C@H](O)C#Cc1cnc2c(c1)C(=O)N([C@@H](C)CO)C[C@@H](C)[C@H](CN(C)Cc1cccc(F)c1)O2	-3	-6	-3	9	-0.2	-1	11	1
Cc1ccc(S(=O)(=O)N2CCN(S(=O)(=O)c3c(C)n[nH]c3C)CC2)cc1C	-7	3	-2	-6	nt	0	20	-1
Cc1nn(CC(=O)NC(=O)NC2CCCCC2C)c(=O)c(C#N)c1C (stereo not given)	nt	nt	nt	-2	0.4	-1	2	nt
O=C(Nc1ccc2ncccc2c1)c1cccc(Br)c1	-17	-2	1	-13	nt	1	0	?
Cc1ccc(-c2nc(COC(=O)C3=NN(c4ccccc4)C(=O)CC3)cs2)cc1	4	-4	-6	-24	0.5	-1	1	17
O=C(Nc1ccccc1)OCC1CCCN2CCCCC12 (stereo not given)	16	-2	1	nt	nt	nt	nt	8
Cc1ccccc1C(=O)NN1C(=O)CSC1=S	-2	nt	0	-16	-0.5	-4	3	-4
C/C(=N\Nc1ccc(Cl)c(C(=O)O)c1)c1cccc([N+](=O)[O-])c1	-17	-1	4	-20	-0.9	3	3	3
COc1ccc2oc(=O)c(C(=O)C[n+]3cccc(C)c3)cc2c1	nt	-9	nt	-11	nt	7	-2	3
COC(=O)Nc1ccc(S(=O)(=O)N2CCCc3ccccc32)cc1	-2	-4	-3	nt	nt	nt	nt	1
Cc1nnc(SCC(=O)Nc2ccccc2F)n1Cc1ccco1	-16	1	0	3	nt	-2	9	3
CN(C)C(=O)C[C@H]1C=C[C@@H](NC(=O)c2ccc(F)cc2)[C@@H](CO)O1	8	4	1	0	nt	0	-2	-4
COc1ccc(-c2nnn(CC(=O)N(CC(=O)NC3CCCC3)c3ccccc3)n2)cc1OC	nt	-3	nt	-10	nt	0	-4	nt
Cc1scc(-c2n[nH]c(=S)n2C(C)c2ccccc2)c1C (stereo not given)	-3	4	0	-8	0.0	5	2	1
CCOC(=O)c1sc(=S)n(-c2ccc(C)cc2)c1SC	-4	3	1	nt	nt	nt	nt	3
COc1cc(/C=N/NC(=O)c2cc3ccccc3cc2O)ccc1OCCN1CCCCC1	nt	12	nt	-12	-0.2	-41	4	1
CCN(C(=O)CSc1nnc(C)c(=O)[nH]1)c1cccc2ccccc12	5	-19	7	-25	nt	0	-3	-4
COc1ccccc1N(CC(=O)Nc1ccc(Cc2ccncc2)cc1)S(=O)(=O)c1ccccc1	2	29	-3	-20	nt	-1	0	-3
CN(C)S(=O)(=O)c1ccc(C(=O)OCC(=O)c2ccc3c(c2)NC(=O)CO3)cc1	3	12	6	-13	-0.8	-2	-4	-5
CCN(CC(=O)NCc1ccc(F)cc1)CC(=O)NC1CCCC1	-32	13	-2	-11	nt	-4	-9	6
O=C(Cc1ccccn1)N1CC(=O)N2[C@H](C1)[C@H](c1ccc(C#CC3CCCCC3)cc1)[C@@H]2CO	nt	nt	nt	-6	0.1	3	0	nt
Cn1c(-c2ccc3c(c2)OCO3)cnc1N	11	54*	-3	nt	0.5	nt	nt	9

Compound activity: PubChem, Broad Institute
